Screening data as filed in PubChem.
GLP-1R agonist = activates the human GLP-1 receptor; AID 624172; HEK293 GLP-1R CRE-luciferase, luminescence, 4-6 h; cells express a hypersensitive GLP-1R form; hit rate 0.007% among 380,000; Potency, µM (titrated, usually from 45.6 µM), without a hit: at the highest dose activation, actives largely listed as activators; P43220; further: potency means the concentration at half of the fitted maximal effect; % of control where 0% means no effect
Target sequence (P43220 whole entry, looked up): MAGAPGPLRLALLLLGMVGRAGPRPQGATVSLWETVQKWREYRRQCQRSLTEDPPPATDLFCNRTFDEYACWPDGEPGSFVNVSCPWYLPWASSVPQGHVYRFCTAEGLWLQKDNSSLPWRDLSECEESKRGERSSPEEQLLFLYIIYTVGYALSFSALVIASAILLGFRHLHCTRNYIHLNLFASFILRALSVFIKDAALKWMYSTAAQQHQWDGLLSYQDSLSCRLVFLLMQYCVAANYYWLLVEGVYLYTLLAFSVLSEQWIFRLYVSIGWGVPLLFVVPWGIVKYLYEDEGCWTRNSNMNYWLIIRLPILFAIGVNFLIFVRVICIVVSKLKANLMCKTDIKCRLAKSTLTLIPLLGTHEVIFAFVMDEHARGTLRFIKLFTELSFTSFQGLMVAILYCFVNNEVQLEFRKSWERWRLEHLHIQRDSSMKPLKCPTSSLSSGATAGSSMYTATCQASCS
TDP-43 yeast inh = rescues yeast growth from TDP-43 toxicity; TDP-43 expressing yeast growth rescue, BacTiter-Glo, 24 h; Potency, µM (series often up to 46.1 µM), without a hit: top-dose growth rescue (activation), actives largely listed as activators; hit rate 1.8% among 410,000; AID 652104; further: potency means the concentration at half of the fitted maximal effect; % of control where 0% means no effect; nearly all actives have a fitted effect of over 50% in size
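In this qHTS, compounds that restore growth of yeast expressing TDP-43 appear as activators. Cells (OD600=0.02, galactose medium, raffinose-pregrown) are incubated with compound 24 hr at 30 deg C and growth is quantified by BacTiter-Glo.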
DRD3 antagonist = D3 dopamine receptor (human) antagonism | D3R cells, DiscoveRx beta-arrestin luminescence, antagonist mode; stronger effect = lower value | hit rate 2.5% among 360,000 | P35462 | max response, negative = inhibition, %; in the data active means max response below about -50%; inconclusive means no clear call, values can overlap the other calls; further: on the % scale 0 is the no-effect control and ±100 the full control effect; mostly tested at two doses, the higher about 12 µM
Target sequence (P35462 whole entry, looked up): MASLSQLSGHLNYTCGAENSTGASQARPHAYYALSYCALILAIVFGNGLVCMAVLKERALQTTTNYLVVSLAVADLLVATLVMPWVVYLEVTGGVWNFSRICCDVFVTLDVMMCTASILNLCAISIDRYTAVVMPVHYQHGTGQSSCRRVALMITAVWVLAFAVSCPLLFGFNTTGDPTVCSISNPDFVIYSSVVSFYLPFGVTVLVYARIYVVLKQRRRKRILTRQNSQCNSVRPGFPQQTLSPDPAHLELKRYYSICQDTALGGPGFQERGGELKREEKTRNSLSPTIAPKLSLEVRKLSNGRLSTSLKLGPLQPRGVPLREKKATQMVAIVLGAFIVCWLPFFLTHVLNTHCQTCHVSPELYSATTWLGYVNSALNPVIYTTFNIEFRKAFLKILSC
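Cells plated overnight at 1500 cells/well, then exposed to library compounds with dopamine controls for 90 minutes at 37 degrees C. DiscoveRx reagent added for 30–60 minutes at room temperature; luminescence read, quantitative HTS format.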
GLP-1R inv ag = acts as inverse agonist at human GLP-1 receptor; P43220; HEK293 GLP-1R CRE-luciferase, luminescence, 24 h; GLP-1R form is constitutively active; Potency, µM (highest dose often 38.3 µM), inactives show at the top dose activity change, negative = inhibition, most hits filed as inhibitors; hit rate 1.6% among 410,000; AID 624417; further: potency means the concentration at half of the fitted maximal effect; on the % scale 0 is the no-effect control and ±100 the full control effect; nearly all actives have a fitted effect of over 55% in size
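Inverse agonists were sought by their lowering of basal cAMP reporter luciferase output in HEK293 cells stably carrying constitutively active human GLP-1R, after 24 h compound treatment.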
aSyn yeast inh = inhibitors of alpha-synuclein toxicity in yeast. Yeast expressing alpha-synuclein, growth rescue, BacTiter-Glo, 24 h. Potency, µM (titrated, usually from 46.1 µM), for the others: at the highest dose growth rescue (activation), actives largely listed as activators. hit rate 0.14% among 370,000; further: potency means the concentration at half of the fitted maximal effect; % of control where 0% means no effect; nearly all actives have a fitted effect of over 65% in size
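Screening used galactose-induced yeast with toxic alpha-synuclein levels, exposed to compound for 24 hr at 30 deg C. Cell growth, read with BacTiter-Glo luminescence, gave the measured signal.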
Abeta rescue = A-beta toxicity reversal in yeast; AID 1347071; yeast expressing A-beta42, growth rescue, OD600, 48 h; response scale: 0% DMSO, 100% iron-clioquinol control; Potency, µM (series often up to 46.1 µM), without a hit: top-dose growth rescue, most hits filed as activators; hit rate 0.063% among 410,000; further: potency means the concentration at half of the fitted maximal effect; nearly all actives have a fitted effect of over 55% in size
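Growth rescue measured by 600 nm absorbance after 48 h yeast culture at 30 C with compound. Values normalized between DMSO and an equimolar ferric chloride plus clioquinol control.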
FUS suppressor = suppressors of FUS proteinopathy in yeast; hit rate 0.24% among 390,000; Potency, µM (top dose mostly 76.6 µM), for the others: at the highest dose growth rescue (activation), hits mostly activators; AID 1347120; S. cerevisiae FUS-expressing, growth rescue, OD600, 24 h;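 further: potency means the concentration at half of the fitted maximal effect; plate controls were DMSO vehicle for no effect and reference control for full effect; nearly all actives have a fitted effect of over 55% in size; some results filed as inactive show a strong effect at the top dose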
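Cultures pregrown in 2.5% raffinose medium are shifted to minimal medium containing 2% galactose to express toxic FUS. Compounds are tested at several concentrations. After 24hr at 30C, growth is quantified at 600 nm absorbance.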
pAkt inh = Akt phosphorylation inhibition. Neuro2A IGF-stimulated pAkt S473 HTRF, 20 min; stronger effect = lower value. activity change, % for hits at 50 µM. hit rate 0.32% among 360,000. AID 651550; in the data active means activity change below about -80%; inconclusive means mostly about -51% to -80%; further: on the % scale 0 is the no-effect control and ±100 the full control effect
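Single-point screen (50 µM final compound) in Neuro2A cells stimulated 20 min with 6 nM IGF at 37 deg C. After lysis, Ser473-phosphorylated Akt read by HTRF (ex 330 nm, em 615/665 nm) as the 665/615 ratio.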
PTHR1 agonist = activates the human parathyroid hormone receptor PTHR1; Potency, µM (series often up to 115 µM), without a hit: top-dose activation, usual class: activators; hit rate 0.075% among 410,000; HEK293 GP2 PTHR1 cells, GloSensor cAMP luminescence, 1 h; Q03431; AID 743266; further: potency means the concentration at half of the fitted maximal effect; nearly all actives have a fitted effect of over 55% in size; some results filed as inactive show a strong effect at the top dose; inactives centre near -15; many of its hits are not listed in these tables
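HEK-293-derived GP2 cells expressing PTHR1 and a GloSensor cAMP reporter, 3,000/well, plated overnight, given luciferin plus IBMX (each 0.5 mM as added) for 1 h at 37 °C, then compound for 1 h at 37 °C. Luminescence was read after 15 min at room temperature.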
The depositor's hits bear a star; i = inactive; ? = inconclusive; nt = not tested or not shown; & = joins results of further samples; [ ] = another dose, or the depositor's remark. Unless noted, the call rests on the fitted dose curve; in most records, active means well fitted curve in the direction sought with a large enough effect; inconclusive means small, poorly fitted or top-dose-only effect, or another doubt; inactive means no such curve, though single readings can be large; an effect the other way counts as inactive or inconclusive.

SMILES	GLP-1R agonist	TDP-43 yeast inh	DRD3 antagonist	GLP-1R inv ag	aSyn yeast inh	Abeta rescue	FUS suppressor	pAkt inh	PTHR1 agonist
COc1ccc(-n2nc(C(=O)NCC(=O)Nc3cc(OC)c(OC)c(OC)c3)c3ccccc3c2=O)cc1	?	11%	8	?	0%	12%	9%	i	-2%
CCOC(=O)c1sc(=S)n(-c2ccccc2)c1N(C(C)=O)C(C)=O	-2%	?	6	-11%	7%	-7%	-3%	i	-3%
O=c1cc(O)c2c(=O)n(C3CCCCC3)c3ccccc3c2o1	-4%	-9%	-17	?	7%	-2%	42%	i	-1%[57.5 µM]
COc1ccc(/C=N/NC(=O)CCc2n[nH]c(=O)[nH]c2=O)cc1OC	-1%	-2%	0	21%	-4%	3%	nt	i	i
Nc1ccc(-c2c3ccccc3nc3ccccc23)cc1	14%	3%	-14	-17%	-4%	0%	20%	i	-15%
NCCCC[C@H]1CN=C(N)N1CCCCC1CCCCC1	-4%	-17%	-22	-7%	-3%	-34%	-23%	i	-3%
Cc1ccccc1NC(=O)CCc1nnc2ccc(N3CCC4(CC3)OCCO4)nn12	5%	7%	8	10%	7%	-2%	-8%	i	i
CCOc1ccccc1CNC(=O)Cn1ccc2cc(S(=O)(=O)N3CCCCCC3)ccc21	-4%	-4%	-9	?	-9%	1%	21%	i	-25%
O=C(NC1CCCCC1)c1ccc2[nH]c(=O)c(=O)[nH]c2c1	16%	6%	-1	10%	?	2%	-6%	i	i
Cc1ccc(-c2nc3ccc(Cl)cn3c2Nc2ccccc2C)s1	nt	-2%	nt	9%	nt	1%	-3%	nt	-8%
S=C(Nc1ccccc1)N1CCC(Cc2ccccc2)CC1	-7%	0%	5	?	-6%	?	12%	i	-29%
O=C(NCCCN1CCN(c2ccccc2)CC1)c1nnc(Cc2ccc(F)cc2)o1	nt	1%	nt	-23%	nt	-10%	-1%	nt	-32%[inhibitor]
CN(C)Cc1csc(NC(=O)Nc2cccc(Cl)c2)n1	-2%	0%	-26	?	-6%	-10%	-2%	i	-18%
Cc1cnc(C(=O)OCC(=O)Nc2cccc3ccccc23)cn1	-5%	23%	-3	-6%	0%	2%	-16%	i	i
COc1cc(NC(=O)[C@H]2O[C@@H](n3cnc4c(N)ncnc43)[C@H](O)[C@@H]2O)cc(OC)c1OC	14%	12%	10	16%	-1%	-1%	-9%	i	7%
CCCCCn1c(CNC(=O)c2ccc(F)cc2)nc2ccccc21	-3%	27%	nt	?	nt	6%	-3%	nt	-12%
COC(=O)[C@]12CCCCC=C1N(Cc1ccc3c(c1)OCO3)C(=O)[C@H](CC(=O)NCc1cccs1)C2	nt	21%	4	?	4%	8%	33%	i	-19%
CCC1CCCCN1CC(O)COCc1cccc(OC)c1 (configuration not stated)	-3%	-13%	-1	-4%	-3%	4%	4%	i	-12%
COc1ccc(-c2cc(=O)n(-c3ccc([N+](=O)[O-])cc3)[nH]2)cc1	-17%	11%	-16	-21%	-51%[inhibitor]	-8%	8%	i	-18%
Cc1cccc(C(=O)NC(=S)NNC(=O)COc2c(C)cccc2C)c1	-3%	-9%	7	22%	?	?	2%	i	-4%
COc1ccc(Br)c(C(=O)OCC(=O)NC(=O)NC2CCCC2)c1	23%	18µM*	2	?	?	6%	40%	i	-38%[inhibitor]
CN(CCCNC(=O)Cn1ncc2c([nH]c3ccccc32)c1=O)Cc1ccccc1	nt	4%	nt	?	nt	-14%	-11%	nt	i
COc1ccc(NC(C)=O)cc1NC(=O)CSc1nnc(-c2ccncc2)n1C	-12%	12%	-6	8%	2%	-10%	20%	i	i
c1ccc(CN2CCN(CCOCCOc3ccc4c(c3)CCC4)CC2)cc1	-1%	-23%	?	-30%[7.66 µM]	-3%	-14%	17%	i	-81%[inhibitor]
CNC(=O)c1[nH]cnc1C(=O)Nc1ccccc1OC	-3%	6%	9	95%[activator]	-7%	0%	-1%	i	-14%[57.5 µM]
CN(C)/C=C/C(=C\C(=O)C(F)(F)F)Nc1ccc(C(F)(F)F)cc1	0%	3%	9	-28%	1%	0%	-11%	i	-17%
Cc1cc(N=Cc2cc(Br)ccc2O)no1	-4%	-25%	-22	0%	2%	11%	23%	i	-29%
CCN(CC)CCNC(=O)c1nn(C)c2c1CS(=O)(=O)c1ccccc1-2	nt	?	nt	6%	nt	4%	10%	nt	i
N#Cc1cc2cc3c(cc2nc1SCC(=O)N1CCCC1)OCCO3	7%	-10%	-19	0%	-5%	0%	4%	i	-2%
Cc1ccc(N=Cc2c(O)c3ccccc3oc2=O)cc1F	0%	19%	1	4%	0%	2%	-6%	i	-9%

Retrieved by compound from the list above (two):
SMILES	GLP-1R agonist	TDP-43 yeast inh	DRD3 antagonist	GLP-1R inv ag	aSyn yeast inh	Abeta rescue	FUS suppressor	pAkt inh	PTHR1 agonist
Nc1ccc(-c2c3ccccc3nc3ccccc23)cc1	14%	3%	-14	-17%	-4%	0%	20%	i	-15%
CN(C)/C=C/C(=C\C(=O)C(F)(F)F)Nc1ccc(C(F)(F)F)cc1	0%	3%	9	-28%	1%	0%	-11%	i	-17%

(list continues)
SMILES	GLP-1R agonist	TDP-43 yeast inh	DRD3 antagonist	GLP-1R inv ag	aSyn yeast inh	Abeta rescue	FUS suppressor	pAkt inh	PTHR1 agonist
COC(=O)c1ccc(COC(=O)c2ccc(SC)cc2OC)cc1	?	0%	25	6%	8%	4%	18%	i	-12%
CC(=O)N(CCCCl)C(C#N)c1ccccc1 (configuration not stated)	6%	-18%	4	10%	-2%	0%	11%	i	i
CN(C)c1ccc(/C=C(\NC(=O)c2ccccc2)C(=O)NCc2ccncc2)cc1	4%	5%	-2	-4%	0%	-15%	4%	i	i
Cc1cc(C)n2nc(SCN3C(=O)c4ccccc4C3=O)nc2n1	15%	-18%	8	0%	3%	-1%	25%	nt	-14%[57.5 µM]
COc1ccc(C(=O)NNC(=O)c2ccc(C)cc2)cc1S(=O)(=O)N1CCCC1	0%	12%	8	24%[7.66 µM]	3%	10%	-3%	i	-12%
OCC1(Cc2cccc(F)c2)CCN(Cc2cccc3nccnc23)CC1	0%	-3%	-6	-19%	-6%	8%	-6%	i	i
CCOC(=O)CCN(c1ccccc1)S(=O)(=O)c1cc(-c2cc(C)no2)ccc1C	nt	10%	nt	?	nt	-8%	?	nt	-14%
Cc1ccc(C(=O)c2ccccc2C(=O)OCC(=O)N2C(C)CCCC2C)cc1 (configuration not stated)	10%	22%	8	?	5%	0%	29%	i	-8%
CCOc1ccc(CSc2nc(C)cc(COC)c2C#N)cc1OCC	?	9%	26	?	-8%	-7%	21%	i	i
O=C(CSc1nnc(SCc2cccc3ccccc23)s1)Nc1ccc(C(=O)O)cc1	-2%	-26%	-10	11%	0%	-25%	43%	i	-1%
Cc1ccc(C(=O)C(C)OC(=O)CN2C(=O)NC3(CCCC3)C2=O)cc1 (configuration not stated)	0%	-18%	10	34%[activator]	11%	1%	2%	i	i
CC(=O)c1ccc2c(c1)Cc1cc(C(C)=O)ccc1-2	7%	-5%	10	50%[activator]	0%	-12%	nt	i	-37%[inhibitor]
COC(=O)/C(C#N)=C/c1c(N2CCN(c3ccc(OC)cc3)CC2)nc2c(C)cccn2c1=O	9%	0%	-3	1%	8%	-11%	25%	i	-30%
CC(CNC(=O)c1ccc(CSc2nc3ccncc3n2Cc2cccc(F)c2)cc1)c1ccccc1 (configuration not stated)	nt	11%	nt	?	nt	-5%	33%	nt	-21%
CCc1ccccc1NC(=O)c1cc(S(=O)(=O)N2CCc3ccccc32)ccc1F	nt	18%	nt	?	nt	?	31%	nt	-1%
C/C=C/c1ccc(OCC(=O)Nc2ccc(OC)c(OC)c2)c(OC)c1	-4%	18%	1	0%	-3%	-3%	0%	i	-30%[inhibitor]
O=C(Nc1cccnc1)c1ccc([N+](=O)[O-])s1	-3%	13µM*	37	-15%	-6%	-1%	-4%	i	-18%
C(=C\c1ccccc1)/C=N/N1CCN(c2ccccn2)CC1	8%	5%	0	3.5µM*	1%	-17%	-1%	i	i
CCSc1nnc(NC(=O)C2CCN(C(=O)c3ccc(F)cc3)CC2)s1	10%	11%	-5	1%	1%	0%	nt	i	0%
COC(CNC(=O)c1ccc2c(c1)ncn2-c1ccc(F)cc1F)OC	13%	-12%[0.397 µM]	7	16%	-3%	-1%	0%	i	i
COc1ccccc1NC(=O)C(C)NC(c1ccccc1)c1ccccc1 (configuration not stated)	-1%	4%	-3	?	-2%	17%	5%	i	i
CCn1c(=O)cc(SCC(=O)NCc2ccccc2OC)c2ccccc21	nt	9%	nt	-8%	nt	-4%	13%	nt	-12%
COc1ccc(S(=O)(=O)Nc2ccc3c(c2)C(=O)N([C@H](C)CO)C[C@H](C)[C@@H](CN(C)S(=O)(=O)c2ccc(OC)cc2)O3)cc1	5%	5%	0	5%	-2%	-17%	?	i	i
CSc1ccc(/C=C/C(=O)OCC(=O)NCC2CCCO2)cc1 (configuration not stated)	15%	?	6	-3%	0%[1.84 µM]	-12%	13%	i	-10%
COc1cc(NC(=O)CC2C(=O)N(c3cccc(C)c3)C(=O)N2Cc2ccco2)cc(OC)c1 (configuration not stated)	nt	-12%	nt	-20%	nt	-4%	34%	nt	?
COc1cc(C(=O)NCc2cn3ccccc3n2)cc(OC)c1OC	1%	-28%	-6	55%[activator]	-4%	-6%	-17%	i	i
O=C1CCC([N+](=O)[O-])C(c2ccccc2Cl)N1 (configuration not stated)	-5%	3%	14	1%	2%	0%	-9%	i	i
CSc1ncnc2c1ncn2CCCNCCCc1ccccc1	-2%	0%	6	-22%	-11%	-4%	-14%	i	-24%
COc1ccc(NC(=O)CCS(=O)(=O)c2ccc3c(c2)oc(=O)n3C)cc1OC	-1%	5%&-8%	6	3%&3%	2%	11%&-17%	-1%&-8%	i	-17%

Only part of the results is shown; the hit share may differ from the screen's.
